Bioassay records deposited in PubChem BioAssay by National Center for Advancing Translational Sciences (NCATS).
IDH1 R132H inh: blocks human mutant IDH1 R132H enzyme | Potency, µM (highest dose often 76.6 µM), inactives show top-dose activity change, negative = inhibition, actives largely listed as inhibitors | O75874 | IDH1-R132H enzyme, NADPH consumption, diaphorase/resazurin fluorescence | actives 0.093% (n = 390,000); note: potency is the fitted concentration of half-maximal effect; % is set by controls: 0 for no effect and ±100 for the full control effect; nearly all actives have a fitted effect of over 65% in size
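IDH1-R132H (0.5 ug/mL dispensed) in pH 7.5 Tris buffer was preincubated 30 min with compound, then given a substrate mix of 0.016 mM NADPH and 2 mM alpha-KG for 80 min at room temperature; remaining NADPH was read by diaphorase/resazurin fluorescence.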
rTrxR1 inhibitor: blocks rat thioredoxin reductase 1. recombinant rTrxR1, NADPH fluorescence consumption, selenite substrate. O89049. actives 1% (n = 390,000). Potency, µM (series often up to 114 µM), for inactives: at the top dose activity change, negative = inhibition, most hits filed as inhibitors. AID 588453; note: potency is the fitted concentration of half-maximal effect; % is set by controls: 0 for no effect and ±100 for the full control effect; nearly all actives have a fitted effect of over 65% in size
Target sequence (O89049 whole entry, looked up): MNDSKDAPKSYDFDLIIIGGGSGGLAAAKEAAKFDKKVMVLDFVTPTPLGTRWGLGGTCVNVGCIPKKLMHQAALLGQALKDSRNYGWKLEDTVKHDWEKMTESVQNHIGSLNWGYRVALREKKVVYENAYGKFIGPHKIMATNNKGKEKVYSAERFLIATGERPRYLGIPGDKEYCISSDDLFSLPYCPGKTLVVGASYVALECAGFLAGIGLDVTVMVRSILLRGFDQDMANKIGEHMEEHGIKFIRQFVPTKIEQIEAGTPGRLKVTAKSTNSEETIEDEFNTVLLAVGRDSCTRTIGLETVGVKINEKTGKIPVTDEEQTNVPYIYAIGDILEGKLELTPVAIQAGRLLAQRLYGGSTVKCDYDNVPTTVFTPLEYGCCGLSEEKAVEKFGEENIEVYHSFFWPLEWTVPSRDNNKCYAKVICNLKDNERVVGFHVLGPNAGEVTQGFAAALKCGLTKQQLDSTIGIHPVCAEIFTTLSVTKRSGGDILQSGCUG
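Rat TrxR1 (90 nM in the dispensed reagent) was pre-reduced with 400 uM NADPH for 5 min at room temperature, then incubated with compound for 15 min. After 400 uM selenite was added, NADPH fluorescence (Ex 340/Em 450 nm) was followed for 8 min.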
Vif-APOBEC3G blk: inhibitors of Vif-APOBEC3G interaction; Q9HC16; HeLa A3G-eYFP + Vif (tagged APOBEC3G with the HIV-1 protein that degrades it), YFP fluorescence, overnight; Potency, µM (series often up to 46.1 µM), inactives show top-dose activity, negative = active, actives largely listed as inhibitors; actives 0.076% (n = 410,000);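 note: potency is the fitted concentration of half-maximal effect; % is set by controls: 0 for no effect and ±100 for the full control effect; nearly all actives have a fitted effect of over 60% in size; hits raise eYFP signal because A3G escapes Vif-driven loss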
Target sequence (Q9HC16 whole entry, looked up): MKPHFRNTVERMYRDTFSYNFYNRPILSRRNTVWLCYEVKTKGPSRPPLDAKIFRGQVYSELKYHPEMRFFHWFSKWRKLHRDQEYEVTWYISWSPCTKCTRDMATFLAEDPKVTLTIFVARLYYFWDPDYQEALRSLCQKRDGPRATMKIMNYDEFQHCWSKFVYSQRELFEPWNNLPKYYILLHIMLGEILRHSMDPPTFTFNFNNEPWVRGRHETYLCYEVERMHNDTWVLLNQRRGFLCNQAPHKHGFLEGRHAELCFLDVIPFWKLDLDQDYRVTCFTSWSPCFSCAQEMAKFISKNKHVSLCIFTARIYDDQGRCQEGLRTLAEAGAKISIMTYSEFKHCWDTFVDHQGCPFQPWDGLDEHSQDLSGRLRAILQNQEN
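HeLa cells stably expressing Vif and C-terminally eYFP-tagged A3G, seeded overnight at 37 deg C, then exposed to compound by pintool overnight at 37 deg C. Rise in yellow fluorescence (Ex 488/Em 500-530, Acumen) marks blocked Vif-driven A3G degradation.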
Vif-APOBEC3F blk: inhibitors of Vif-A3F interaction; Potency, µM (doses to about 46.1 µM), for inactives: at the top dose activity, negative = active; HeLa A3F-eYFP + Vif (tagged APOBEC3F with the HIV-1 protein that degrades it), YFP fluorescence increase; actives 0.2% (n = 390,000); AID 602313; note: potency is the fitted concentration of half-maximal effect; % of control where 0% means no effect; nearly all actives have a fitted effect of over 65% in size
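Fluorescence increase (Ex 488/Em 500-530) after overnight compound treatment at 37 deg C flags inhibition of Vif-driven A3F-eYFP loss in stable HeLa A3F-eYFP/Vif cells seeded overnight beforehand.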
LDHA block: blocks human lactate dehydrogenase A. P00338. purified LDHA, NADH/diaphorase-resazurin fluorescence; active compounds read low. activity change, % (values are at about 110 or 230 µM). actives 0.15% (n = 480,000). AID 1347041; in the data active = activity change below about -30%; inconclusive = mostly about -25% to -30%;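 note: plate controls were DMSO wells for no effect and wells without enzyme for full effect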
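LDH5 2 nM; NADH 0.06 mM, pyruvate 0.2 mM; 200 mM Tris pH 7.4, EDTA, Tween-20; 5 min RT. Detection: diaphorase 0.133 mg/mL + resazurin 37 µM, fluorescence ex540/em590 at 0 and 20 min; normalized to enzyme-free and DMSO wells.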
GRP78 ERSR act: induces the endoplasmic reticulum stress response in human glioma cells. U87-MG GRP78 promoter luciferase reporter, 16 h. Potency, µM, for the others: at the top dose activation, most hits filed as activators. actives 0.02% (n = 420,000). AID 602332; note: potency is the fitted concentration of half-maximal effect; series mostly up to about 76 µM; % of control where 0% means no effect; nearly all actives have a fitted effect of over 35% in size
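Stably transfected U87-MG glioma cells carrying a GRP78-based luciferase sensor; 16 h compound incubation. Luminescence end-point read 10 min after Bright-Glo addition at room temperature.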
USP1-UAF1 inh: USP1/UAF1 (human) deubiquitinase inhibition; O94782; recombinant USP1/UAF1, Ub-Rhodamine cleavage fluorescence; Potency, µM (top dose mostly 57.1 µM), inactives show at the top dose activity change, negative = inhibition, most hits filed as inhibitors; actives 0.23% (n = 390,000); AID 743255; note: potency is the fitted concentration of half-maximal effect; % is set by controls: 0 for no effect and ±100 for the full control effect; nearly all actives have a fitted effect of over 60% in size; inactives centre near -12
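1 nM enzyme complex + cpd, 15 min RT; start with Ub-Rho 150nM final; kinetic fluorescence ex 480/em 540, 6 reads q60 s. Buffer 50mM HEPES pH 7.8, 0.5mM EDTA, 0.1 mg/ml BSA, 1mM TCEP, 0.01% Tween-20.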
RGS4 inhibitor: human RGS4 inhibition. P49798. Transcreener GDP fluorescence polarization, RGS4-accelerated GTP hydrolysis. Potency, µM (top dose mostly 114 µM), without a hit: at the top dose activity change, negative = inhibition, usual class: inhibitors. actives 0.039% (n = 390,000). AID 504845; note: potency is the fitted concentration of half-maximal effect; % is set by controls: 0 for no effect and ±100 for the full control effect; nearly all actives have a fitted effect of over 75% in size; some results filed as inactive show a strong effect at the top dose
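MLSMR compounds (23 nl, pin-transferred) preincubated 10 min at room temperature with a 500nM (2x) first reagent, then RGS4 at 900nM (2x) plus Transcreener GDP mix added; fluorescence polarization (620/688 nm) read before and after 90 min at 30 °C.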
TrxR1 substrate: rat thioredoxin reductase 1 substrate activity. actives 0.01% (n = 390,000). Potency, µM (top dose mostly 114 µM), without a hit: at the top dose activity change, negative = substrate turnover. purified TrxR1 substrate turnover, NADPH consumption readout; note: potency is the fitted concentration of half-maximal effect; % is set by controls: 0 for no effect and ±100 for the full control effect; nearly all actives have a fitted effect of over 50% in size
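Rat TrxR1, dispensed at 90 nM, was prereduced with 400 uM NADPH (final) for 5 min at ~22 deg C, then incubated with compound 15 min before 400 uM selenite. A first-read NADPH fluorescence drop versus no-compound background flagged substrates.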
* marks the source's active call; other numbers are inactive results; ? = inconclusive; / = no result given; [ ] = another dose, or the depositor's remark. Unless noted, calls come from the whole dose curve; as a rule, active = well fitted curve in the direction sought with a large enough effect; inconclusive = small, poorly fitted or top-dose-only effect, or another doubt; inactive = no such curve, though single readings can be large; an effect the other way counts as inactive or inconclusive. This is a subset; the hit share may differ from the screen's.

SMILES | IDH1 R132H inh | rTrxR1 inhibitor | Vif-APOBEC3G blk | Vif-APOBEC3F blk | LDHA block | GRP78 ERSR act | USP1-UAF1 inh | RGS4 inhibitor | TrxR1 substrate
COc1ccc(C)cc1S(=O)(=O)N(C)CC(=O)N1CCC(C(N)=O)CC1 | 10% | 18%[57.1 µM] | 1% | ? | -2 | -2% | ? | -7% | -10%[57.1 µM]
O=[N+]([O-])c1cccc(S(=O)(=O)Nc2ccc(S(=O)(=O)Nc3nccs3)cc2)c1 | -3% | 6% | 1% | 5% | -9 | -9% | -7% | -6% | -6%
Cc1nc2scc(C)n2c(=O)c1S(=O)(=O)Nc1ccc(OC(F)(F)F)cc1 | 8% | 19%[57.1 µM] | 0% | 7% | 0 | -7% | -18% | -12%[56.9 µM] | -5%[57.1 µM]
CN(C)c1ccc(/C=C/c2ccc3ncccc3c2)cc1 | / | 4% | -5% | / | 17 | 1% | / | / | 39%[activator]
CC(C)OC(=O)c1c(-c2ccccc2)c(-c2ccccc2)nn(C)c1=O | -13% | 7% | 2% | 0% | -2 | -4% | -17% | ? | 5%[0.457 µM]
N#Cc1ccc(C(=O)Nc2cc(-c3ccc(F)cc3)nn2-c2ccccc2)cc1 | 2% | 4% | 2% | 3% | 0 | -5% | -32% | -9% | -2%
CN1C(=O)NC2C1N(S(C)(=O)=O)CCN2S(C)(=O)=O (stereo unspecified) | 2% | 14% | 0% | 2% | -18 | -1% | -4% | 1% | 10%[57.1 µM]
CCOCCCN1CN(Cc2ccco2)CNC1=S | -5% | -27% | -4% | -16% | -6 | -2% | -20% | -12% | -8%
O=C(Nc1ccccc1C(=O)NC1CC1)c1ccccc1F | 2% | 38%[activator] | -1% | -3% | -7 | -1% | -16% | 6% | 8%
COCCCNC(=O)c1ccc(CS(=O)(=O)c2ccccc2C)o1 | 0% | 0% | -5% | 1% | -1 | -3% | -29% | 7% | -2%
COc1ccc(C2CC(c3ccccc3)=NN2C(=O)CSc2nnnn2-c2cccc(C)c2)cc1 (stereo unspecified) | 2% | 4% | 0% | 1% | -14 | 0% | -8% | 16% | -7%
CS/C(N)=N/C(=S)Nc1cccc(Cl)c1 | 7% | 7% | -5% | -13% | -1 | -1% | -11% | -5% | 0%
CCC(C)C(=O)Nc1ncc2c(n1)CC(c1cccs1)CC2=O (stereo unspecified) | 0% | 5%[57.1 µM] | -7% | -7% | 6 | -5% | -13% | 5% | 4%[57.1 µM]
CCCCOCCOCCOCCCC | -7% | 3% | 0% | 5% | -5 | -3% | -27% | -14% | 4%
CCOC(=O)c1c(Oc2ccc(C(=O)OC)cc2)nnc(-c2ccccc2)c1-c1ccccc1 | 0% | 20% | 2% | 0% | -5 | -2% | ? | 9% | -4%
CCn1ccc2cc(S(=O)(=O)N3CCCN(C(=O)Nc4ccccc4C(F)(F)F)CC3)ccc21 | 2% | -21%[57.1 µM] | 3% | -2% | -2 | -4% | -25% | -30% | ?
O=C(c1[nH]ncc1[N+](=O)[O-])N1CCOCC1 | -11% | 0% | 3% | -1% | 1 | -2% | -6% | 12% | -10%
CCN(CC)CCCNC(=O)c1cn(C)c2ccc(S(=O)(=O)N(C)C)cc2c1=O | -3% | 10%[57.1 µM] | -1% | -9% | -5 | -1% | -13% | -4% | -9%
Cc1ccc(NC(=S)N2CCOCC2)cc1 | 1% | 8% | -2% | 1% | -5 | -1% | -12% | -26% | 11%
O=C(NCc1cccc(Cl)c1)c1ccco1 | -4% | -14% | 3% | -9% | 1 | -1% | 1% | -11% | 7%
COc1ccc(N2C(N)=C(C#N)C(c3ccsc3)C3=C2CCCC3=O)c(OC)c1 (stereo unspecified) | 6% | -10% | -6% | -1% | 6 | 0% | -15% | -15% | 0%
C=CCn1c(COc2ccccc2F)nnc1SCC(=O)NC(=O)NCc1ccco1 | -6% | 2% | 2% | -7% | -6 | -2% | -4% | -18% | 16%
COc1ccc(CCn2c(SCC(=O)Nc3cc(C)on3)nc3ccsc3c2=O)cc1OC | 3% | 22% | -23% | -3% | -1 | -4% | -22% | ? | 9%
COc1ccc(C(=O)c2ccc(N(C)C)cc2)c2ccccc12 | -2% | 6%[2.29 µM] | ? | 8% | 1 | -2% | -10% | 0% | 9%[2.29 µM]
CCOc1ccc(OCCC(=O)N(CC(=O)Nc2ccccc2C(F)(F)F)Cc2ccco2)cc1 | -7% | -1%[57.1 µM] | 1% | 9% | 5 | -1% | -24% | 21% | 0%[57.1 µM]
COCc1ccc(C(=O)N(C)CC2CCCN(CCc3ccc(Cl)cc3)C2)o1 (stereo unspecified) | 1% | -6% | 1% | 3% | 0 | -1% | -17% | 16% | -5%
OCCC1CN(Cc2cnc(-c3ccc(Cl)cc3)nc2)CCN1C1CCCC1 (stereo unspecified) | 4% | 14% | 1% | -3% | -5 | -3% | -16% | -6% | 0%
CSc1nsc(SCc2ccc(F)cc2)n1 | 5% | 21%[57.1 µM] | -2% | 7% | 2 | 3% | -16% | -23% | -1%[57.1 µM]
Cc1noc(C)c1S(=O)(=O)Nc1ccc(O)c2c(=O)cc(-c3ccccc3Cl)oc12 | -4% | -11%[57.1 µM] | -7% | 2% | 2 | 1% | 0% | 2% | -1%[57.1 µM]
Cc1cccc(C)c1NC(=O)CN(C)C(=O)C1CCN(c2ncnc3sc(C)c(C)c23)CC1 | -2% | 3% | 1% | 5% | -5 | -2% | -18% | -2% | -10%
Cc1cccc(/C=C2/SC(=O)N(Cc3ccccc3Cl)C2=O)n1 | -1% | -12% | -3% | -3% | -1 | 0% | 0% | 23% | -1%
O=C1Nc2cc(Cl)c(Cl)cc2N(O)N1c1ccccc1 | 1% | 12% | -3% | -2% | -7 | -4% | 13% | 21% | 12%
O=C(O)c1cc2c(cc1NC(=O)C1CCCC1)OCCO2 | -1% | 26% | 3% | 4% | -1 | -3% | -7% | 15% | 6%
Cc1ccc(C(=O)c2sc(Nc3ccccc3)c(S(=O)(=O)c3ccccc3)c2N)c(C)c1 | -1% | 28%[57.1 µM] | 3% | -3% | 2 | -4% | ? | -15% | 5%[57.1 µM]
O=C1CC(C(=O)O)S/C(=N\N=C\c2ccc(Br)cc2)N1 (stereo unspecified) | 4% | -14% | 0% | -13% | -10 | -3% | -14% | 15%[56.9 µM] | -19%
CSc1nsc(SCC(=O)Nc2ccccc2C(=O)O)n1 | 15% | -4% | 0% | -6% | -6 | 5% | -20% | -20% | 4%
Cc1ccc(-n2nc3c(c2NC(=O)c2ccco2)CS(=O)(=O)C3)c(C)c1 | 6% | -7% | 2% | -14% | -4 | -2% | -24% | 8% | 8%
CCOC(=O)c1c(NC(=O)c2nn(C)cc2[N+](=O)[O-])sc(C)c1C | 6% | 47%[activator][57.1 µM] | -3% | 1% | -3 | -7% | -10% | -48% | -12%[57.1 µM]
CCCC(c1nnnn1CC1CCCO1)N1CCN(c2cc(Cl)ccc2C)CC1 (stereo unspecified) | 4% | 6%[57.1 µM] | 0% | 2% | -2 | -6% | -13% | -11%[11.4 µM] | -12%
CCOC(=O)N1CCc2c(sc3nc4n(c(=O)c23)N=C(c2ccc(OC)cc2)CS4)C1 | -4% | 23% | 1% | -1% | 1 | -3% | -28% | -26% | 3%
CCc1ccc(NC(=O)C(=O)NNC(=O)c2cccc(OC)c2)cc1 | -1% | 4%[57.1 µM] | 0% | 4% | -8 | ? | -15% | -3% | -2%[57.1 µM]
CCn1cc(C(=O)NCCCN2CCC(C)CC2)c(=O)c2cc(S(=O)(=O)N3CCOCC3)ccc21 | -14% | -10% | -1% | 3% | -4 | -1% | -13% | 19% | -7%
CCCc1ccc(-c2ccc(-c3noc(-c4ccncc4)n3)cc2)nc1 | 1% | 7%[57.1 µM] | 6% | 4% | -6 | -3% | -12% | 10% | 0%[57.1 µM]
C=CCOC(=O)C1=C(C)N=C2SCCC(=O)N2C1/C=C/c1ccccc1 (stereo unspecified) | -21% | -18% | 3% | 0% | -2 | 2% | -24% | ? | 0%
O=C(COC(=O)Cc1ccccc1F)Nc1cc(S(=O)(=O)N2CCOCC2)ccc1N1CCCC1 | 2% | -1% | 1% | 2% | -3 | 0% | 0% | -13% | -8%
NC(=O)C1CC(=O)N(c2ccc(OCC(=O)Nc3ccc(F)cc3)cc2)C1 (stereo unspecified) | 19% | 30% | 0% | 9% | -5 | -1% | -13% | -6% | 9%
Cc1ccc2c(c1)Sc1ccccc1CC2=O | 3% | 16%[57.1 µM] | -13% | 5% | -2 | -2% | -18% | ? | -15%
Cc1ccc(S(=O)(=O)NCC(=O)NCC(=O)OCc2c(F)cccc2Cl)cc1 | -2% | 9% | -1% | 0% | 0 | -3% | -11% | 23% | -2%
